Screening data from PubChem BioAssay.
12-LOX inh: blocks human arachidonate 12S-lipoxygenase. P18054. purified 12hLO, xylenol orange hydroperoxide absorbance. Potency, µM (doses to about 108 µM), for inactives: at the top dose activity change, negative = inhibition, actives largely listed as inhibitors. 580,000 compounds, 1.1% hits. AID 1671190; active means well fitted inhibition curve with a large enough effect; inconclusive means small, poorly fitted or top-dose-only effect, or another doubt; inactive means no such curve, though single readings can be large or run the other way
Target sequence (P18054 whole entry, looked up): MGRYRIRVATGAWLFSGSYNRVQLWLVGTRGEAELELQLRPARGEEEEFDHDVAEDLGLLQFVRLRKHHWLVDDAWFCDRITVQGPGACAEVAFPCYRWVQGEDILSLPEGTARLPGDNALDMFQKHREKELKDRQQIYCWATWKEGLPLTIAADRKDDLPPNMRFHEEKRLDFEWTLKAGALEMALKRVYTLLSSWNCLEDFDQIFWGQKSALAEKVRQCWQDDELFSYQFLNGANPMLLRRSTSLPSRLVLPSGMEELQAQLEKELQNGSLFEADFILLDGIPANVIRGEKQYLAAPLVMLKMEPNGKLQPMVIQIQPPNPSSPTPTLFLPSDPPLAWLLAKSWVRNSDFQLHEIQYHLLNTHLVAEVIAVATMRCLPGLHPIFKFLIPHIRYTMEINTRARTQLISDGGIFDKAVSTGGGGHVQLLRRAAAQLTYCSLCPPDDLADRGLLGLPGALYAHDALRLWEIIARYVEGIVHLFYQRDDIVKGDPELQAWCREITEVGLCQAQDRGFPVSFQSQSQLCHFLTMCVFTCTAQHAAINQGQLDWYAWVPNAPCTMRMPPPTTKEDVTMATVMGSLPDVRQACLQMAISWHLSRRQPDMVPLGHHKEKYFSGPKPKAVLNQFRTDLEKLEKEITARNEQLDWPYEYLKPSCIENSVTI
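Hydroperoxide product was detected by ferrous iron/xylenol orange as the 573 to 405 nm absorbance ratio. Arachidonic acid at 40 uM (final) was turned over for 30 min at room temperature by 150 nM human 12hLO, pH 7.0 Hepes buffer, after 15 min compound preincubation.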
Starred values were filed as active, the others as inactive; ? = inconclusive; [ ] = another dose, or the depositor's remark. On the % scale 0 is the no-effect control and ±100 the full control effect; potency means the concentration at half of the fitted maximal effect.

compound	12-LOX inh
Cc1ccc(Cl)cc1NC(=O)Cn1c(C)nc2c(sc3cccc(F)c32)c1=O	?
Cc1ccc(C)c(N2CCN(C(=O)c3ccc(CS(=O)c4ccc(Cl)cc4)o3)CC2)c1 (stereo not drawn)	4.8%
Cc1cnc(C2CCC2)n1CC1CCN(C(=O)CCc2ccccc2)CC1	76.3%[activator]
CC(C)Cn1nc(C(=O)OCC(N)=O)c2ccccc2c1=O	-15.7%
O=C(NCC1CCCN(S(=O)(=O)c2ccc3c(c2)OCCO3)C1)c1cccs1 (stereo not drawn)	18.3%
O=C(Nc1ccc(F)cc1)c1ccc2c(Cl)c3c(nc2c1)CCC3	?
COc1ccc2[nH]cc(CCNC(=O)C3Cn4cccc4C(=O)N3Cc3ccccc3)c2c1 (stereo not drawn)	14.2%
O=C(Nc1ccc2nc(SCc3ccc(I)cc3)sc2c1)C1CCCCC1	2.7%
NC(=O)[C@H](CC1CCCCC1)NC(=O)[C@@H]1CN(S(=O)(=O)c2ccccc2)CCN1S(=O)(=O)c1ccccc1	-19.9%
Cc1c[n+](=O)c2ccccc2n1[O-]	-11.8%
COC1CCN(c2ccc(C(=O)NCCCn3ccnc3C(C)C)cn2)CC1	5.4%
CC(=O)Nc1cccc(-c2cnc3n[nH]c(-c4ccccc4C)c3n2)c1	-19.4%[176 µM]
CNC(=S)N/N=C/c1cccc([N+](=O)[O-])c1	-24.7%
c1ccc2oc(Oc3ccc(C4SCCS4)cc3)nc2c1	?
Cc1cc(-c2ccnc(-n3ncc(C(=O)NCC4COCCO4)c3C3CC3)n2)c(C)s1 (stereo not drawn)	?
CCC(NC(=O)C1CC1)c1ccc(C)cc1 (stereo not drawn)	5.01µM*
COc1cccc(-c2cc(C3CCN(C(=O)NCCc4ccccc4)CC3)[nH]n2)c1	-8.2%
COCc1nc(CCNC(=O)c2cnn3c(C)c(Cc4ccccc4Cl)c(C)nc23)no1	46.5%[activator]
CC(=O)N1CCC(N[C@H]2CC(C)(C)[C@@H]3C[C@@](C)(O)CC[C@]23CCC(=O)NCCc2c[nH]c3ccccc23)CC1	31.7%
N#Cc1ccccc1-c1ccc(C=O)o1	24.4%

As entered above.
12-LOX inh result of Cc1ccc(C)c(N2CCN(C(=O)c3ccc(CS(=O)c4ccc(Cl)cc4)o3)CC2)c1 (stereo not drawn) is entered as 4.8%
12-LOX inh result of Cc1c[n+](=O)c2ccccc2n1[O-] is entered as -11.8%
12-LOX inh result of COC1CCN(c2ccc(C(=O)NCCCn3ccnc3C(C)C)cn2)CC1 is entered as 5.4%

(listing goes on)
compound	12-LOX inh
CCC(=O)Nc1ccc2oc(-c3cccc(OC)c3)nc2c1	-5.5%
O=C(CCc1nc2ccc(Cl)cc2[nH]1)N1CCc2n[nH]c(=O)n2CC1	18.0%
CN(Cc1noc(C2CCCC2)n1)c1cc(C2CC(O)C2)ncn1 (stereo not drawn)	5.4%
CN(CC(=O)N(C)c1c(N)n(Cc2ccccc2)c(=O)[nH]c1=O)Cc1ccc(-c2ccccc2)cc1	?
COCc1cc(N2CCN(C(=O)OC(C)(C)C)C[C@H]2C)ccc1N1CCN(Cc2ccccc2)[C@H](C)C1	-19.6%
COCC(=O)NCCC1CCN(C(=O)Nc2cc(F)cc(F)c2)CC1	-5.1%
CCOc1cc(=O)n2c(c1C(=O)Nc1ccc(C(N)=O)cc1)CCCC2	-2.2%
CCCNC(=O)N[C@H]1C=C[C@H](CC(=O)NC2CCCCC2)O[C@@H]1CO	?
CCn1ccc(C(=O)N2CCC(N3C[C@H](O)C[C@H]3C(=O)NCc3cccc(OC)c3)CC2)n1	34.2%[activator]
O=C(NC1CCCc2ccccc21)C1(c2ccccc2)CC1 (stereo not drawn)	-10.3%
CC1(C)CC2CC(C)(CN2C(=O)CC(c2ccccc2Cl)c2c[nH]c3ccccc23)C1 (stereo not drawn)	7.5%
O=C(Nc1cccc(-c2cc3cc(F)ccc3[nH]2)c1)C1CC1	-10.5%
Cn1c(SCC(=O)Nc2ccccc2C#N)nc2cc(-c3ccccc3)sc2c1=O	7.6%
Cc1ccc(-n2ncc3c2CC(C)(C)CC3NS(=O)(=O)c2cn(C)cn2)cc1 (stereo not drawn)	0.5%
O=C1C(c2ccccc2)CC2(CCN(Cc3cccc(O)c3)CC2)CN1C1CC1 (stereo not drawn)	52.9%[activator]
CC(C)c1ccc(CN2C(=O)C(n3ccc4ccccc43)c3cc(F)ccc32)cc1 (stereo not drawn)	?
CCCCn1c(Br)nc2c1c(=O)[nH]c(=O)n2C	16.3%
COc1cccc2c1OCCCN(C(=O)CC1COCCN1)C2 (stereo not drawn)	15.1%
Cc1cccc2[nH]cc(C(=O)/C(C#N)=C\c3ccccc3F)c12	-42.1%
COc1ccc(OCC(O)CN2CCC(O)CC2)c(CNCC2(O)CCCCC2)c1 (stereo not drawn)	58.5%[activator]
CNC(=O)[C@@H](C1CC1)N1CCC[C@H]1C(=O)N1CCOCC1	4.2%[176 µM]
O=C(O)C1CCC1	-4.7%[22.9 µM]
CC(=O)Nc1ccc(-c2ccc(=O)n3c2[C@@H]2C[C@@H](CN(S(=O)(=O)c4ccc(F)cc4)C2)C3)cc1	12.9%
CCC(=O)N(C1CCNCC1)C1CCOCC1	50.5%[activator]
CC(NC(=O)CNC(=O)c1cccs1)c1ccncc1 (stereo not drawn)	?
O=C(Nc1ccccc1F)N1CC2CCC(C1)N2Cc1ccc(-c2cccnc2)cc1	0.7%[6.33 µM]
COc1ccc(C(=O)NC(C(=O)N2CCCC2)C2CCN(C(=O)c3ccc(OC)cc3)CC2)cc1 (stereo not drawn)	52.1%[activator]
COCCN[C@H]1[C@@H]2OC[C@@H](O2)[C@@H](NCc2cnc3ccccc3c2)[C@@H]1O	53.1%[activator][176 µM]
COCC(=O)N1CCN(c2oc(-c3ccccc3)nc2S(=O)(=O)c2ccccc2)CC1	-26.3%
CS(=O)(=O)N(C1CC1)C1CCOC2(CCN(C(=O)C3(c4ccccc4)CC3)CC2)C1 (stereo not drawn)	37.5%[activator]
O=C(c1cn2cc(-c3ccccc3Cl)n(CC3CC3)c(=O)c2n1)N1CCCCC1	?
O=C(NCCCN1CCCC1)c1cccs1	-25.7%
O=C(NCCN1CCOCC1)c1cnn(-c2nccc(-c3ccccc3C(F)(F)F)n2)c1C1CC1	22.3%
CC(=O)N1CC[C@]2(O)CCN(C(=O)CCCc3ccc(F)cc3)C[C@@H]2C1	5.6%
Cc1ccccc1-c1nn2c(COc3ccccc3)nnc2s1	5.6%
CCNC(=O)N1CCC(c2noc(COCCOC)n2)CC1	6.7%
O=C(c1ccc(F)cc1)N1CCCN(c2nc3ncccc3o2)CC1	25.1%[176 µM]
CCC(=O)Nc1sc(C)c(C)c1C#N	-22.6%
CCc1cccc2c(C(=O)COC(=O)c3cccs3)c[nH]c12	4.6%
O=C(CN1CCN(c2ccccc2)CC1)Nc1cccc2ncccc12	38.5%
Cc1cc(-c2csc(NC3CCCCC3)n2)c(C)n1NC(=O)c1nn(C)c(=O)c2ccccc12	?
CN1CC(=O)N(C2CCC2)Cc2c(NCCO)ncnc21	8.0%[176 µM]
CCOC(=O)N1CCN(C(=O)c2cc(Cn3nc(C)cc3C)[nH]n2)CC1	64.0%[activator]
CCc1nc2n(n1)C1(CCCCC1)[C@@H]1CCCC[C@@H]1N2C(=O)CC(C)C	-2.1%
C[S+](=O)([O-])N1CCC(Cn2ccc3c(N4CCOCC4)nc(-c4ccccc4F)cc32)CC1	17.1%
Cn1c(=O)c2c(-c3ccccc3Cl)n(-c3cccc(O)c3)cc2n(C)c1=O	?
Cc1ccc(-c2ccnc(-n3ncc(C(=O)NCCN4CCOCC4)c3C3CC3)n2)o1	2.1%
O=S(=O)(NCC1CCOCC1)c1ccc(F)cc1F	49.4%[activator]
Cc1cc(C(=O)NCc2ccc(F)cc2)c2c(C3CCCN3)noc2n1 (stereo not drawn)	-0.8%[6.33 µM]
C[C@@H]1NS(=O)(=O)c2c(F)cccc2O[C@@H]1c1ccccc1	-0.7%
COc1cccc(CNC(=O)[C@@H]2C[C@@H](O)CN2C2CCN(C(=O)c3ccc(OC)nc3)CC2)c1	38.4%[activator]
Cc1cccc(NC(=O)N2CCCC2c2cccs2)c1C (stereo not drawn)	9.4%
CCCN1CCS(=O)(=O)N(Cc2cn(Cc3ccc(C)cc3)nn2)C(C(=O)OC)C1 (stereo not drawn)	?
COc1cccc(C(=O)NCC(=O)N(C)CC(=O)Nc2cccc(F)c2)c1	-29.4%
CNC(=O)C(C)(C)N1CCC[C@H]1C(=O)NC1CCCCC1	-8.1%[176 µM]
COc1ccc(NC(=O)N2CCC(N3CC4CC(C3)[C@H]3CCCC(=O)N3C4)CC2)cc1OC (stereo partly drawn)	37.4%[activator]
CC1CCN(S(=O)(=O)NC(C)Cc2ccco2)CC1 (stereo not drawn)	-6.2%
CCCCN(Cc1ccccc1)c1ccc(NS(=O)(=O)c2ccc3c(c2)CCCC3)cc1C(=O)O	?
O=C(/C=C/c1ccc(Cl)cc1)Nc1ccccc1-c1ccccc1	-0.6%
O=C(CCn1nc(-c2ccccc2)c2ccccc2c1=O)Nc1ccc(Br)cc1	-30.0%

The list continues:
compound	12-LOX inh
COc1ccc(-c2nnc3n2CCN(C(=O)c2ccc(C)cc2)C3)cc1	13.2%[176 µM]
O=C(Cc1cc(Cl)c2c(c1)OCCO2)NC1CCN(CC2CCCCC2)CC1	-27.3%
COCC(=O)N1CCC2(CCN(Cc3cc(C(F)(F)F)cc(C(F)(F)F)c3)CC2)CC1	1.1%[57.4 µM]
CN1CC(=O)N(C2CCC2)Cc2c(NCc3ccc(F)cc3)ncnc21	-2.8%[6.33 µM]
COc1cc(C#N)cc(Cl)c1O	-10.4%
O=C(NCc1cccc(F)c1)c1nc(-c2ccc(Br)o2)no1	-21.0%
O=C1CC(c2ccccc2)N(C(=O)C2CC2)CCCN(C(=O)COc2ccc(F)cc2)CCN1 (stereo not drawn)	32.1%[activator]
CC(C)(C)C(=O)N1CCC2(COc3ncccc3[S+](=O)([O-])N2)C1 (stereo not drawn)	1.7%[6.33 µM]
COc1cccc(Nc2ncc(-c3ccccc3)c3c2OCC3)c1	51.9%[activator][176 µM]
CCOC(=O)C1(Cc2cccc(Cl)c2)CCCNC1 (stereo not drawn)	70.6%[activator]
Cc1cc(CNC(=O)c2ccc3c(c2)n(CC2CC2)c(=O)n3C2CCCCC2)on1	1.6%
O=C1c2ccccc2NC(c2cnc3ccccc3n2)N1c1ccc(Cl)cc1 (stereo not drawn)	?
N#Cc1ccc(S(=O)(=O)N2CCCOCCNC(=O)[C@@H]3CCCC[C@@H]32)cc1	49.5%[activator]
C=CCOc1ccc(NC(=O)CC)cc1	-11.3%
CCc1ccc(NC(=O)C2CCN(C(=O)c3ncn4c3COC(c3ccc(F)cc3)C4)CC2)cc1 (stereo not drawn)	32.6%[activator]
O=C(Cc1ccccc1)NCC1CN(C(=O)Cc2cccc(C(F)(F)F)c2)CC12CN(c1ccccc1)C2 (stereo not drawn)	4.1%
CCCCOC(=O)c1ccc(N2CC3CCC(C2)N3CC(F)(F)F)nn1	5.3%[6.33 µM]
COCCN(C(=O)c1cc2c(s1)CCC(C)C2)c1c(N)n(CC(C)C)c(=O)[nH]c1=O (stereo not drawn)	-29.8%
O=C(O)C[C@@H]1CCN(C(=O)C2CCCCC2)C[C@@H]1CC1=NCCc2ccccc21	7.5%[176 µM]
CCOC(=O)CC(NC(=O)c1cc2cc(Br)ccc2oc1=O)c1ccc(OC)cc1 (stereo not drawn)	1.6%
O=C(NC1CCSc2ccccc21)c1cc2c(s1)CCC2 (stereo not drawn)	?
CN1CCC2(Cc3ccccc3CN([S+](C)(=O)[O-])C2)C1 (stereo not drawn)	6.1%[12.5 µM]
COc1ccc(C(=O)N[C@@H](Cc2ccccc2)C(=O)N2CCCOCCNC(=O)CC2)cc1	14.9%
CC(=O)N1CCN(c2cc(-c3ccc(Cl)cc3)nc3c(C)noc23)CC1	7.7%[176 µM]
Cc1ccc(-c2cn3c(n2)N(C(=O)c2cnn4cccnc24)CCC3)cc1	14.8%
CCc1cc(=O)oc2cc(C)cc(OCC(=O)NCCCN(C)C)c12	11.9%
CCCCC[C@H](O)CC[C@H]1[C@H](O)CC(=O)[C@@H]1CCCCCCC(=O)O	-1.9%[12.5 µM]
O=C(COc1ccc2c(=O)c(-c3ccccc3)coc2c1)Nc1ccc2c(c1)OCO2	?
CCNC(=O)[C@@H]1C[C@H](N)CN1S(=O)(=O)c1cnn(CC)c1C	6.1%
COc1cc(-c2ccnc3nc(C4CCC4)nn23)cc(OC)c1OC	26.1%
CCn1cc(C(=O)NC(C)C(=O)Nc2ccc(C)cc2F)c(C)n1 (stereo not drawn)	-9.5%
O=C(Nc1cc(F)cc(F)c1)N1CCC(Oc2ncccc2C(=O)N2CCCCC2)C1 (stereo not drawn)	27.4%
CN(C)c1cccc(Nc2nccc3[nH]c(-c4ccsc4)cc23)c1	?
Cc1ccc(NC(=O)C2(c3ccccc3)CCCC2)cc1	14.9%
CCCCCCCCN1C(=O)[C@H](CC(=O)NCCCN2CCCC2=O)C[C@@]2(C(=O)OC)CC(C)(C)CC=C12	-1.5%

Ordered by the number under 12-LOX inh (low to high): 3 of the compounds above.
Compound | 12-LOX inh
CCCCCCCCN1C(=O)[C@H](CC(=O)NCCCN2CCCC2=O)C[C@@]2(C(=O)OC)CC(C)(C)CC=C12 | -1.5%
CCNC(=O)[C@@H]1C[C@H](N)CN1S(=O)(=O)c1cnn(CC)c1C | 6.1%
Cc1ccc(-c2cn3c(n2)N(C(=O)c2cnn4cccnc24)CCC3)cc1 | 14.8%

Only part of the results is shown, so the mix of outcomes need not match the whole.
